# Mito fusion act: inhibitors of mitochondrial division or activators of mitochondrial fusion. S. cerevisiae fusion-defective mutant growth rescue, CellTiterGlo 48 h. Potency, µM (titrated, usually from 46.1 µM), for the others: top-dose growth rescue (activation), most hits filed as activators. hit rate 0.23% among 320,000. AID 485298;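 note: potency is the fitted concentration of half-maximal effect; % of control where 0% means no effect; nearly all actives have a fitted effect of over 45% in size; temperature-sensitive fusion mutants such as fzo1-1 at 37 °C on non-fermentable ethanol glycerol medium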
#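 Read-out: ATP-based luminescence (CellTiterGlo, 10 min ambient) reporting growth of fusion-defective ts yeast after 48 hours at 37C on glycerol/ethanol YPEG medium in the presence of compound.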
# KCNH2 WT inh: KCNH2 (human, wildtype) channel inhibition; U2OS, BacMam KCNH2, thallium flux FluxOr; hits give low values; Q12809; hit rate 0.37% among 340,000; activity change, % at 1.84 µM;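 active = maximum activity change below -70%; inconclusive = maximum activity change between -70% and -50%; inactive = maximum activity change above -50%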; note: % is set by controls: 0 for no effect and ±100 for the full control effect
#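 U2OS cells were transduced with wild-type KCNH2 virus (2.03 x 10^8 / mL) for 4 h at room temperature, then cultured overnight at 37 C. Thallium flux was read with FluxOr dye. Rate constants were normalized to DMSO controls.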
# A-T KAP1 phos: potential ataxia-telangiectasia treatments restoring KAP-1 phosphorylation; […] A-T fibroblasts, KAP-1 phosphorylation AlphaLISA; neocarzinostatin DNA damage 30 min before lysis; Potency, µM (highest dose often 57.5 µM), for inactives: at the top dose activation, usual class: activators; hit rate 0.19% among 320,000; AID 485349; note: potency is the fitted concentration of half-maximal effect; % of control where 0% means no effect; nearly all actives have a fitted effect of over 45% in size
#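 hTERT-immortalized A-T patient fibroblasts ([…]), 500 cells/well in OPTI-MEM, 1% FBS, got compounds for 60 min, then NCS for 30 min at 37C. Lysates were then assayed for phospho-KAP-1 by AlphaLISA (anti-pKAP1 donor, anti-KAP1 acceptor beads), 6 hr at 25C.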
# TRPV1 ag: human TRPV1 agonism; Q8NER1; TRPV1-expressing cells, Fluo-8 calcium influx, agonist mode; activation, % at 8.33 µM; hit rate 0.19% among 320,000; AID 540275; in the data active = activation above about 80%; inconclusive = between about 30% and that limit; note: 0% is about no effect
# Target sequence (Q8NER1 whole entry, looked up): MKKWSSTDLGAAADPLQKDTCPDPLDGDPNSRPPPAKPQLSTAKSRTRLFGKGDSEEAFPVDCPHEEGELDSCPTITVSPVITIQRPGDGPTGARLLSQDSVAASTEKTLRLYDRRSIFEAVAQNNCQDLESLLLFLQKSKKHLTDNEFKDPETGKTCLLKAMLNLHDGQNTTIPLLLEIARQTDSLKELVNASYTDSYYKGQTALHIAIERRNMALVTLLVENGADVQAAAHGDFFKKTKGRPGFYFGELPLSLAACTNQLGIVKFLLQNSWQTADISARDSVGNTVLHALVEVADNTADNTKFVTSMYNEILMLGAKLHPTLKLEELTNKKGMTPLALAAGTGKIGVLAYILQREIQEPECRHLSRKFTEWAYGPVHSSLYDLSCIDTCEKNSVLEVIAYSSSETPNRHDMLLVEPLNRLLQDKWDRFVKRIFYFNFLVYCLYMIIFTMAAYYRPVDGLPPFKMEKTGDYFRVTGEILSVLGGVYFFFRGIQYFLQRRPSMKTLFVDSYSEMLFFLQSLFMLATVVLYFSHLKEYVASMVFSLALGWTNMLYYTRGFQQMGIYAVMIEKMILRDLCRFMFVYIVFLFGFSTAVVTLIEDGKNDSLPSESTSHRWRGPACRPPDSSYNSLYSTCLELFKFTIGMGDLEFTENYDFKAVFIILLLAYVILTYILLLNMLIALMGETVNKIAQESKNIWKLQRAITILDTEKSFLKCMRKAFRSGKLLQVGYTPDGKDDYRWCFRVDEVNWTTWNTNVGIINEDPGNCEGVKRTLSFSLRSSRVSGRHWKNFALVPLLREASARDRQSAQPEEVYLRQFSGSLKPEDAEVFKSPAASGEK
#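 TRPV1-expressing cells were cultured overnight at 35.5C and loaded with Fluo-8 calcium dye for 40 to 90 min at room temperature. After a 10 s baseline, compound was added and calcium influx was read kinetically for 3 min (ex 480/em 520 nm).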
# Eya2 phos inh: inhibitors of human Eya2 phosphatase activity; O00167; recombinant Eya2, OMFP fluorescence dephosphorylation (OMFP is methylfluorescein phosphate); Potency, µM (doses to about 76.9 µM), for the others: at the top dose activity, negative = inhibition, hits mostly inhibitors; hit rate 0.006% among 330,000; note: potency is the fitted concentration of half-maximal effect; % is set by controls: 0 for no effect and ±100 for the full control effect
#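 Eya2 (0.2 uM) preincubated 10 min at ambient with compound, then OMFP substrate added at 50 uM; 10 min reaction in 50 mM HEPES pH 7.5, 50 mM NaCl, 5 uM MgCl2, 0.05% BSA, 1 mM DTT. Fluorescence read at Ex 485/Em 525 nm.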
# TSHR antagonist: human thyrotropin receptor antagonism; activity change, negative = inhibition, % at 11.5 µM; hit rate 0.2% among 330,000; TSHR-expressing cells, TSH-stimulated cAMP HTRF, 2 h; hits give low values; P16473;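 active = activity change below a set negative limit, meaning inhibition stronger than a set level, cut at about -70% in these data; inconclusive = activity change between two set negative limits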; note: % is set by controls: 0 for no effect and ±100 for the full control effect
#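 TSHR-expressing cells were treated with compounds, then stimulated with TSH at EC80 (4nM final) for 2 hours at 37 deg C. Cellular cAMP was measured by HTRF competition between lysate cAMP and cAMP-d2 for a cryptate-labelled anti-cAMP antibody.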
# ELG1 repair inh: blocks ELG1-dependent DNA repair in HEK293T cells | HEK293T ELG1-luciferase reporter, luminescence, 16 h; DNA damage induced by 5-fluorouridine | Potency, µM (titrated, usually from 46.1 µM), inactives show at the top dose activity change, negative = inhibition, hits mostly inhibitors | hit rate 2.3% among 330,000 | AID 504467; note: potency is the fitted concentration of half-maximal effect; % is set by controls: 0 for no effect and ±100 for the full control effect; nearly all actives have a fitted effect of over 55% in size
#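 Step one: seed 2,000 cells per well. Step two: pin-transfer compound or DMSO alongside 5-fluorouridine. Step three: incubate 16 hr, 37 °C, 5% CO2. Step four: add ONE-Glo, wait 30 min, read luminescence.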
# USP2a block: USP2a (human) protease inhibition; USP2 core, Ub-CHOP2 coupled fluorogenic reporter, 485/531; O75604; AID 463254; hit rate 0.01% among 330,000; Potency, µM (top dose mostly 38.3 µM), for inactives: top-dose activity change, negative = inhibition, hits mostly inhibitors;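 note: potency is the fitted concentration of half-maximal effect; plate controls were DMSO wells for no effect and full inhibition by NEM control for full effect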
#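 Cell-free coupled assay: 10nM USP2 core preincubated 30min RT with compound in Tris-HCl pH 8.0/CaCl2/CHAPS buffer, then 25nM Ub-CHOP2 and 25nM reporter substrate; fluorescence (Ex 485/Em 531) read after 60min RT, normalized to NEM inhibition, concentration-response curves fitted.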
# TCR act: activators of T cell receptors | Potency, µM (doses to about 9.22 µM), for inactives: at the highest dose activation of IL-2 secretion, usual class: activators | AID 504894 | primary human leukocytes, anti-CD3, IL-2 HTRF, 48 h | 330,000 tested, under 10 active; note: % of control where 0% means no effect
#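 Primary human leukocytes receive a-CD3 beads and test compound and are incubated 48 hr. Secreted IL-2 is then assayed by HTRF, measuring 665nm acceptor emission after 320nm excitation of the europium donor.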
# KCNH2 3.1 inh: inhibitors of human KCNH2 3.1 potassium channel isoform; U2OS KCNH2 3.1, thallium flux FluxOr; hits give low values; activity change, % (tested at about 1.8 µM); hit rate 0.95% among 340,000; AID 720553;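 active = maximum activity change below -70%; inconclusive = maximum activity change from -70% to -50%; inactive = maximum activity change above -50%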;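 note: thallium influx rate constant from kinetic fluorescence after stimulation buffer; % is set by controls: 0 for no effect and ±100 for the full control effect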
#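 Steps: virus added to U2OS suspension (4 h, RT, dark); medium with 10% FBS added, cells plated, 37 C overnight; FluxOr/Red40 loading buffer 45 min RT; stimulation buffer, 2 min kinetic read; rate constant normalized.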
# Starred values were filed as active, the others as inactive; u = inconclusive; x = not tested or not shown; [ ] = another dose, or the depositor's remark. Unless noted, calls come from the whole dose curve; as a rule, active = well fitted curve in the direction sought with a large enough effect; inconclusive = small, poorly fitted or top-dose-only effect, or another doubt; inactive = no such curve, though single readings can be large; an effect the other way counts as inactive or inconclusive. A portion of the library; the hit share may differ from the screen's.
(1) CC(C)(C)OC(=O)N[C@@H](Cc1ccccc1)[C@H](O)c1ccco1
(2) CCCCCNC(=O)C(=O)C1C(=O)Nc2ccccc21 (configuration not stated)
(3) Cc1ccc(S(=O)(=O)N2CCN(C(=O)CNC(=O)c3ccc(Cl)cc3)CC2)cc1
(4) CCCN1CC(O)=C(C#N)C1=O
(5) Cc1cc2nc(CS(=O)(=O)c3ccccc3)cc(=O)n2[nH]1
(6) CC1(NC(=S)NCCCCCCNC(=S)NC2(C)CCS(=O)(=O)C2)CCS(=O)(=O)C1 (configuration not stated)
(7) CCOC(=O)c1c(S(=O)(=O)N2CCCCCC2)c(C)n(C)c1C
(8) COc1ccc(CNC(=O)c2cc(=O)c3ccccc3o2)cc1
(9) Cn1c(C(=O)NCc2ccc3c(c2)OCO3)cc2sccc21
(10) NC(=O)CSCc1nc2ccccc2s1
screen / no.	1	2	3	4	5	6	7	8	9	10
TCR act	-1%	6%	2%[46.1 µM]	-3%	5%	-6%	-1%	6%	x	2%
TSHR antagonist	16	8	-6	-1	1	7	6	15	1	31
Mito fusion act	13%	-12%	x	-5%	-3%	-1%	1%	17%	-10%	-4%
KCNH2 WT inh	3	-9	-4	-16	-4	1	3	12	-6	4
TRPV1 ag	16	1	x	-4	2	2	0	-9	20	-5
KCNH2 3.1 inh	-7	6	-29	10	4	-10	21	8	2	-3
Eya2 phos inh	-9%	0%	-7%	2%	3%	1%	12%	-7%	25%[15.4 µM]	22%
USP2a block	2%	6%	1%	0%	0%	2%	-2%	8%	2%	5%
A-T KAP1 phos	14%	-9%	4%	2%	-3%	2%	-5%	11%	5%	2%
ELG1 repair inh	1%	14%	-18%	6%	-1%	9%	21%	u	-6%	u

(11) COCCNC(=O)C(c1ccc(C)o1)N(C(=O)c1snc(C(N)=O)c1N)c1cccc(C)c1 (configuration not stated)
(12) C=CCOc1ccc(/C=C\c2nc(O)c([N+](=O)[O-])c(=O)[nH]2)cc1OCC
(13) CN1C2C=C3C(C#N)=C(N)C(C#N)(C#N)[C@@H](c4cccs4)C3C1CC2 (some centres not stated)
(14) CC1CCC(NC(=O)CN2C(=O)C3CCCN3c3ncc(Cl)cc32)CC1 (configuration not stated)
(15) O=[N+]([O-])c1ccc2c(c1)C(N1CCOCC1)/C(=C/COc1ccc(Cl)cc1Cl)O2 (configuration not stated)
(16) Cc1ccc(OC(C)C(=O)Nc2ccc(C)c(S(=O)(=O)Nc3ccc(C)cc3C)c2)cc1 (configuration not stated)
(17) O=C(O)c1ccc(NCc2ccncc2)cc1
(18) Cc1nnc(SCC(=O)NC(=O)NC(C)(C)C)s1
(19) CC1CCCCN1C(=O)CSc1nnc(Cc2ccccc2)n1C (configuration not stated)
(20) CNC(=O)c1nn(-c2ccc(Cl)cc2)ccc1=O
screen / no.	11	12	13	14	15	16	17	18	19	20
TCR act	6%	-3%	-1%	x	2%	2%[46.1 µM]	2%	-3%	-5%[46.1 µM]	2%
TSHR antagonist	-1	1	-23	0	-14	-23	6	-1	-10	3
Mito fusion act	2%	7%	4%	2%	6%	u	1%	5%	-1%	-1%
KCNH2 WT inh	-1	0	4	x	-3	2	-6	x	-3	-15
TRPV1 ag	6	-4	-5	0	-10	-1	2	-1	3	-3
KCNH2 3.1 inh	6	16	20	x	-9	-13	0	8	-1	15
Eya2 phos inh	5%	-5%	9%	6%	16%	4%	19%	-4%	7%	-25%
USP2a block	0%	2%	3%	0%	1%	-10%	1%	4%	1%	1%
A-T KAP1 phos	-1%	-2%	21%	0%	3%	2%	0%	7%	3%	6%
ELG1 repair inh	10%	-3%	9%	-15%	u	u	13%	-5%	2%	5%

# From entry 19 up to 20, copied from above:
(19) CC1CCCCN1C(=O)CSc1nnc(Cc2ccccc2)n1C (configuration not stated)
(20) CNC(=O)c1nn(-c2ccc(Cl)cc2)ccc1=O
screen / no.	19	20
TCR act	-5%[46.1 µM]	2%
TSHR antagonist	-10	3
Mito fusion act	-1%	-1%
KCNH2 WT inh	-3	-15
TRPV1 ag	3	-3
KCNH2 3.1 inh	-1	15
Eya2 phos inh	7%	-25%
USP2a block	1%	1%
A-T KAP1 phos	3%	6%
ELG1 repair inh	2%	5%

# Next records.
(21) O=C(N/N=C/c1cccn1-c1ccc(O)cc1)c1cccc2ccccc12
(22) Cc1cc(C(=O)NC2CCCN(Cc3ccc(Cl)cc3)C2)n(C)n1 (configuration not stated)
(23) CC(C)(C)n1nnnc1C(c1ccccc1F)N(Cc1ccco1)CC1CCCO1 (configuration not stated)
(24) COc1ccc(CN2C3CCCC2CC(NC(=O)/C=C/c2ccccc2)C3)cc1 (configuration not stated)
(25) COc1cccc(OCc2nnc(SCc3cc(=O)[nH]c4ccccc34)o2)c1
(26) COc1ccccc1CNC(=O)Cn1nnc(-c2ccncc2)n1
(27) Cc1ccc(C2c3c(-c4ccccc4O)n[nH]c3C(=O)N2Cc2ccncc2)cc1 (configuration not stated)
(28) CCC(C)N=Cc1c(NCc2ccco2)nc2c(C)cccn2c1=O (configuration not stated)
(29) Cc1nn(C(C)(C)C)c(NC(=O)c2ccccc2)c1C#N
(30) CC1CCCCC1NC(=O)/C(C#N)=C/c1ccccc1F (configuration not stated)
screen / no.	21	22	23	24	25	26	27	28	29	30
TCR act	0%	9%	2%	-1%	2%	-5%	-4%	5%	-3%	-10%[46.1 µM]
TSHR antagonist	5	-1	2	30	-8	-1	-6	-3	0	-17
Mito fusion act	-3%	1%	6%	13%	14%	0%	-2%	19%	15%	-3%
KCNH2 WT inh	-5	-36	-4	-21	7	5	5	-6	-3	4
TRPV1 ag	2	0	u	4	8	-1	-3	0	1	30
KCNH2 3.1 inh	8	-2	-4	u	0	-10	-22	-9	-7	x
Eya2 phos inh	-9%	7%	-13%	7%	-2%	4%	6%	-2%	13%	3%
USP2a block	3%	3%	1%	-5%	-10%	2%	3%	0%	8%	3%
A-T KAP1 phos	1%	13%	-5%	11%	6%	-1%	0%	x	-7%	30%
ELG1 repair inh	u	-20%	-18%	-10%	u	0%	-17%	-2%	5%	26µM*

# Arranged by SMILES length (falling): 3 of the compounds above.
(13) CN1C2C=C3C(C#N)=C(N)C(C#N)(C#N)[C@@H](c4cccs4)C3C1CC2 (some centres not stated)
(7) CCOC(=O)c1c(S(=O)(=O)N2CCCCCC2)c(C)n(C)c1C
(10) NC(=O)CSCc1nc2ccccc2s1
screen / no.	13	7	10
TCR act	-1%	-1%	2%
TSHR antagonist	-23	6	31
Mito fusion act	4%	1%	-4%
KCNH2 WT inh	4	3	4
TRPV1 ag	-5	0	-5
KCNH2 3.1 inh	20	21	-3
Eya2 phos inh	9%	12%	22%
USP2a block	3%	-2%	5%
A-T KAP1 phos	21%	-5%	2%
ELG1 repair inh	9%	21%	u

# Next records follow.
(31) COc1ccccc1CN1CCNC(=O)C1CC(=O)O (configuration not stated)
(32) CCOC(=O)C(=Cc1ccc(-n2ccnc2)cc1)C(=O)OCC
(33) CC(C)c1ccc(/C=C/C2=NNC(=O)CC2)cc1
(34) CC(C)C[C@H](NC(=O)N1CC(=O)Nc2ccccc21)C(=O)N1CCC(C(=O)O)CC1
(35) O=C(COC(=O)CNC(=O)c1ccc([N+](=O)[O-])o1)Nc1ncc(Cl)cc1Cl
(36) COc1ccc(C(=O)NCCNc2nc3ccc(C)cc3cc2C#N)cc1OC
(37) COc1ccccc1Nc1c([N+](=O)[O-])cncc1[N+](=O)[O-]
(38) O=C(NCc1ccncc1)C(F)(F)C(F)(F)C(=O)NCc1ccncc1
screen / no.	31	32	33	34	35	36	37	38
TCR act	-6%	0%	1%	-4%	1%	3%	-21%	-2%
TSHR antagonist	-9	6	-6	7	34	-1	-12	-2
Mito fusion act	4%	-3%	3%	1%	12%	3%	10%	-1%
KCNH2 WT inh	-1	-10	0	7	7	-13	19	4
TRPV1 ag	-2	-1	u	-1	-6	3	6	2
KCNH2 3.1 inh	-3	x	-16	4	3	10	17	8
Eya2 phos inh	-3%	5%	-9%	3%	-15%	8%	1%	-7%
USP2a block	13%	-1%	2%	0%	0%	1%	5%	0%
A-T KAP1 phos	-2%	23%	-1%	6%	35µM*	8%	4%	-2%
ELG1 repair inh	-7%	u	u	4%	1%	u	-10%	-6%

# High-throughput results: PubChem, National Center for Advancing Translational Sciences (NCATS)
